Screening data deposited in PubChem BioAssay by National Center for Advancing Translational Sciences (NCATS).
GALK inh: galactokinase (human) inhibition. P51570. Purified GALK, Kinase-Glo residual ATP luminescence. Potency, µM (top dose mostly 57.5 µM), without a hit: at the top dose activity change, negative = inhibition, actives largely listed as inhibitors. hit rate 0.007% among 270,000. AID 1868; further: potency means the concentration at half of the fitted maximal effect; on the % scale 0 is the no-effect control and ±100 the full control effect
Target sequence (P51570 whole entry, looked up): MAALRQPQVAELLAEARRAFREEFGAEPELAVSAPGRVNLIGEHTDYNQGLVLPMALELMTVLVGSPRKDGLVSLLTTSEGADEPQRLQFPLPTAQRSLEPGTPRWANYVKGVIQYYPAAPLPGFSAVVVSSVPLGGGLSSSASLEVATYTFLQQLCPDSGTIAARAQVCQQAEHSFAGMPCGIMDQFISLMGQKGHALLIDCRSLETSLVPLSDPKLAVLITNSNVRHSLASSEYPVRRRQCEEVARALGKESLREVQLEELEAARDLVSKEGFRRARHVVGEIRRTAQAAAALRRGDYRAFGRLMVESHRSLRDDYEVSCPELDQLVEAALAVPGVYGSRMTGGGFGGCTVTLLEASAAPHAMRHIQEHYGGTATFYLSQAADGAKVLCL
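Kinase-Glo Plus luminescence measured ATP left after a 1 h room-temperature reaction. The reaction used 5 nM GALK, 100 uM galactose and 35 uM ATP at pH 8.0 (20 mM HEPES, 5 mM MgCl2, 60 mM NaCl, 1 mM DTT, 0.01% BSA).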
Tb PFK inh: inhibitors of T. brucei phosphofructokinase; O15648; hit rate 0.17% among 330,000; T. brucei PFK, ADP-Glo luminescence; AID 485367; Potency, µM (titrated, usually from 57.5 µM), without a hit: at the highest dose activity, negative = inhibition, most hits filed as inhibitors;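 further: potency means the concentration at half of the fitted maximal effect; 0% = uninhibited 1x PFK enzyme wells and -100% = no-enzyme wells; nearly all actives have a fitted effect of over 60% in size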
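Luminescent ADP detection (ADP-Glo, two-step: ATP depletion then ADP-to-ATP conversion for luciferase) reported PFK activity after 45 min room-temperature reaction of 1.25 nM enzyme with 0.5 mM F6P and 0.1 mM ATP at pH 8.0.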
PKM2 activator: activators of human pyruvate kinase M2. P14618. purified PKM2, Kinase-Glo ATP luminescence, activation; response scale: 0% is enzyme alone, no compound. Potency, µM (highest dose often 57.5 µM), for the others: at the highest dose activation, usual class: activators. hit rate 0.34% among 260,000; further: potency means the concentration at half of the fitted maximal effect; on the % scale 0 is the no-effect control and ±100 the full control effect; nearly all actives have a fitted effect of over 55% in size
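ATP formation by purified human PK-M2, quantified via coupled luciferase luminescence after 1 h at room temperature with 0.1 mM ADP and 0.5 mM PEP final.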
Giardia kill: Giardia lamblia killing; hit rate 0.15% among 340,000; Giardia lamblia trophozoite viability; AID 540267; activity change, % at 7.66 µM, hits read low; in the data active means activity change below about -80%; inconclusive means between about -30% and that limit;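 further: parasites exposed to compound for two days anaerobically before the ATP read; on the % scale 0 is the no-effect control and ±100 the full control effect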
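Anaerobic 48 hrs incubation at 37 deg C of 100 trophozoites/well with test compounds; ATPLite 1-Step luminescence, 15-30 min RT, reports cellular ATP as viability.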
a7 integrin act: integrin-mediated muscular dystrophy alleviation activation | alpha7betagal myoblasts, beta-gal FDG fluorescence, 48 h | Potency, µM (titrated, usually from 38.3 µM), without a hit: at the highest dose activation, actives largely listed as activators | hit rate 0.064% among 350,000 | AID 624291;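 further: potency means the concentration at half of the fitted maximal effect; 100% = response of the positive control SU9516; nearly all actives have a fitted effect of over 60% in size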
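alpha7betagal+/- myoblasts (passage 13, 250/well) treated 48 h at 37C with compounds at 1:260 dilution of DMSO stock. Lysed, then beta-galactosidase activity read as FDG fluorescence (ex 480/em 540) after 30 min, with pre-read for autofluorescence.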
B2AR arrestin: agonists driving beta-arrestin recruitment to human beta2-adrenergic receptor. P07550. beta-arrestin recruitment to beta2AR, cell-based reporter. Potency, µM (top dose mostly 46.1 µM), for the others: at the highest dose activation, hits mostly activators. hit rate 0.02% among 330,000. AID 492947;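 further: potency means the concentration at half of the fitted maximal effect; 0% = DMSO controls and full agonism = EC100 isoproterenol or metaproterenol; nearly all actives have a fitted effect of over 65% in size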
TSG101-PTAP inh: blocks PTAP/TSG101 interaction to inhibit HIV-1 budding; Q99816; Fluorescence polarization, FITC-PTAP peptide / Tsg101 binding; Potency, µM (series often up to 115 µM), inactives show top-dose activity change, negative = inhibition, most hits filed as inhibitors; 340,000 tested, under 10 active; active means well fitted inhibition curve with a large enough effect in the main read-out, with a control signal flat, not every such curve was filed as active; inconclusive means small, poorly fitted or top-dose-only effect, or effect the other way, or a change in a side signal; inactive means no such curve, though single readings can be large or run the other way; further: potency means the concentration at half of the fitted maximal effect; % of control where 0% means no effect
Target sequence (Q99816 whole entry, looked up): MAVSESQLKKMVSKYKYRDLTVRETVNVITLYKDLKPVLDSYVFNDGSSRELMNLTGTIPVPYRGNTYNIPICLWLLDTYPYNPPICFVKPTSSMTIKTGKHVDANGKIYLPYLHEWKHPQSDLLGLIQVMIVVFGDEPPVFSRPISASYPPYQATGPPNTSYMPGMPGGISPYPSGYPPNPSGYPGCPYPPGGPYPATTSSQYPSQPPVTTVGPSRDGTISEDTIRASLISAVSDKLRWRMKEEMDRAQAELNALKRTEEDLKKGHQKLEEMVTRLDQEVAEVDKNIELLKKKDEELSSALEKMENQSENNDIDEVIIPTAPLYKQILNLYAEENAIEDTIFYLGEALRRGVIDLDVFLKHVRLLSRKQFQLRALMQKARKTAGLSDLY
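Fluorescence anisotropy tracks displacement of a FITC-tagged PTAP peptide (50 nM) from the Tsg101 binding domain (10 uM), following a 20 min room-temperature incubation at pH 7.5.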
Menin-MLL TR inh: menin-MLL binding inhibition, Texas Red mutant peptide | O00255 | Menin + Texas Red MLL mutant peptide, fluorescence polarization | Potency, µM (top dose mostly 61.6 µM), inactives show top-dose FP activity change, negative = inhibition, hits mostly inhibitors | hit rate 0.23% among 270,000 | AID 1768; active means well fitted inhibition curve with a large enough effect in the polarisation, with a control signal flat, not every such curve was filed as active; inconclusive means small, poorly fitted or top-dose-only effect, or effect the other way, or a change in a side signal; inactive means no such curve, though single readings can be large or run the other way; the % refers to the polarisation; further: potency means the concentration at half of the fitted maximal effect; % of control where 0% means no effect; many of its hits are not listed in these tables
Coupling enz: inhibits coupling enzyme system, counter-screen for aldolase hits; coupling enzyme system counterscreen, AmpLite Red fluorescence; activity change, negative = inhibition, % at 58.2 µM, hits read low; hit rate 0.67% among 290,000; AID 2472; in the data active means activity change below about -30%; further: on the % scale 0 is the no-effect control and ±100 the full control effect
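Coupling enzymes only (glyceraldehyde-3-phosphate) + compound, at 57.5 uM final, 10 min RT; add substrate/coupling/AmpLite Red mix, 20 min RT; fluorescence ex 525/em 598 nm. Actives flag coupling-system interference.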
BCR signal inh: blocks chronic active B-cell receptor signaling. ABC-DLBCL IkBa-CBG/CBR reporter, luminescence ratio, 4 h. hit rate 0.05% among 340,000. Potency, µM (doses to about 46.1 µM), for inactives: at the top dose ratio change, negative = lower green/red ratio, hits mostly inhibitors; active means well fitted inhibition curve with a large enough effect in the signal ratio, with a control signal flat, not every such curve was filed as active; inconclusive means small, poorly fitted or top-dose-only effect, or effect the other way, or a change in a side signal; the % refers to the signal ratio;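 further: potency means the concentration at half of the fitted maximal effect; plate controls were basal doxycycline-induced cells for no effect and cells given 10 µM MG132 for full effect; MG132 reads +100%, hits lower the ratio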
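Cell line TMD8 (human ABC DLBCL), stably expressing tet-inducible CBG68-IkBa fusion and CBR; IMDM/0.5% FBS; cpd up to 46 uM; dox induction, 4 h, 37C/5% CO2; dual luminescence; green/red ratio; MG132 control.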
ASM inhibitor: inhibitors of human secretory acid sphingomyelinase. P17405. placental ASM, HMU-PC fluorogenic substrate, 60 min. Potency, µM (doses to about 57.5 µM), inactives show at the top dose activity change, negative = inhibition, most hits filed as inhibitors. hit rate 0.006% among 340,000. AID 504937; further: potency means the concentration at half of the fitted maximal effect
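Human placenta-derived ASM enzyme was preincubated with compound for 10 minutes at room temperature, then given fluorogenic substrate HMU-PC0 (9 uM final) for 60 minutes at 37 °C; a pH 10 stop preceded fluorescence reading at Ex 386/Em 447 nm.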
* marks the source's active call; other numbers are inactive results; ? = inconclusive; nt = no result given; [ ] = dose if it differs, or a comment. Unless noted, the call rests on the fitted dose curve; in most records, active means well fitted curve in the direction sought with a large enough effect; inconclusive means small, poorly fitted or top-dose-only effect, or another doubt; inactive means no such curve, though single readings can be large; an effect the other way counts as inactive or inconclusive. An excerpt; count on the stated rates, not on these rows.

SMILES | GALK inh | Tb PFK inh | PKM2 activator | Giardia kill | a7 integrin act | B2AR arrestin | TSG101-PTAP inh | Menin-MLL TR inh | Coupling enz | BCR signal inh | ASM inhibitor
Cc1ccc(C2CN(C)C3(C(=O)Nc4ccccc43)C23COc2ccccc2C3=O)cc1 (stereo unspecified) | 2% | -6% | 4% | 10 | 2% | -0.5% | -4% | 10% | -3 | 0% | -2%
CCOc1ccc(-c2nnn(CC(=O)c3ccc4c(c3)OCCO4)n2)cc1 | 1% | 1% | -11% | 34[activator] | -11% | -0.4% | -1% | 1% | 2 | -2% | -10%
Clc1ccc(NCc2nncn2-c2ccccc2)cc1 | -3% | 2% | 5% | 22 | 18% | -0.1% | 0% | 12% | 0 | -8% | 3%
O=c1[nH]c(Cc2cccc(C(F)(F)F)c2)nc2ccccc12 | -1% | -2% | nt | -19 | 12% | -0.2% | -3% | -14% | -1 | 0% | -3%
CCOCCCNC(=O)c1ccc(OC(C)=O)cc1 | 0% | -6% | -7% | 3 | 17% | -0.3% | -6% | 8% | -1 | 1% | 3%
O=C(CCc1nc2ccccc2s1)OCC(=O)c1ccc[nH]1 | 12% | -4% | -5% | -3 | 4% | 0.4% | -2% | 7% | 3 | ? | 1%
COc1cc(C(=O)Nc2nc(N)n(-c3ccccc3)n2)cc(OC)c1OC | -3% | -1% | -3% | -11 | -12% | -0.1% | -3% | -30% | 1 | ? | 1%
O/N=C1\CCCc2ccc3ccccc3c21 | 4% | -7% | 1% | -18 | 19% | 0.1% | -2% | nt | -9 | ? | 0%
CCCC1C(c2ccccc2)C(C#N)(C#N)C2(C#N)CC1(N)NC2=O (stereo unspecified) | -1% | 1% | -6% | -4 | 4% | -0.9% | -2% | -1% | -1 | 0% | -1%
Cc1cccc(C2=N/C(=C\c3cccs3)C(=O)O2)c1 | 12% | -2% | -2% | -11 | 6% | -0.1% | 0% | 10% | 4 | -13% | 0%
O=C(Nc1nnc(SCC(=O)N2CCCC2)s1)C1CC(=O)N(c2ccccc2)C1 (stereo unspecified) | -2% | 1% | -6% | -2 | 3% | -0.2% | -2% | nt | nt | 5% | 0%
COc1cc2c(cc1NC(C)=O)CCCC2 | 0% | -1% | 7% | -13 | 15% | -0.1% | -5% | -2% | 2 | -10% | 7%
O=C(Nc1ccc(Oc2ncnc3cc(Cl)ccc23)nc1)Nc1cccc(C(F)(F)F)c1 | 1% | 2% | -1% | -8 | -9% | -0.8% | -8% | nt | 1 | -6% | -4%
CC1CN(C(=O)c2cc(S(=O)(=O)N3CCCCC3)ccc2Cl)CC(C)O1 (stereo unspecified) | nt | -8% | nt | 14 | 0% | -0.1% | -3% | nt | nt | 0% | 2%
CCOC(=O)CSc1nc2ccc(C)cc2[nH]1 | -4% | -2% | 8% | 0 | -7% | -1.4% | -6% | 1% | 5 | 1% | 0%
O=C(Nc1cc(C(F)(F)F)ccc1N1CCOCC1)c1cnccn1 | -4% | -5% | -3% | -8 | 12% | -0.2% | -9% | nt | nt | 0% | 1%
Cc1ccc(OCCOCCN(C)C)c(Cl)c1 | 1% | -1% | 2% | 4 | 21% | -0.4% | -2% | -16% | 0 | 0% | 4%
O=C(N1CCCC1)C12CC3CC(CC(Cl)(C3)C1)C2 | nt | 1% | nt | 0 | 5% | -1.0% | 0% | -16% | 2 | 0% | 7%
Cc1ccc(Cn2c(=O)c3ccccc3n3c(CCC(=O)NCCN4CCOCC4)nnc23)cc1 | 6% | -7% | nt | 3 | -13% | -0.2% | -6% | 3% | 1 | 14% | -2%
CCOC(=O)c1sc2nc(Cc3ccc(Cl)cc3)[nH]c(=S)c2c1C | 8% | -4% | -3% | -19 | 5% | -0.3% | 0% | 10% | 3 | 5% | 6%
CC1=CC2=C(OC1N(C)C)c1cccc3cccc(c13)C2=O (stereo unspecified) | -1% | 14% | ? | -24 | -14% | -0.1% | -5% | 28µM* | -28 | ? | -7%
NS(=O)(=O)c1ccc(CCNC(=O)c2cnccn2)cc1 | 6% | -3% | nt | -18 | 18% | 0.1% | -2% | -3% | -2 | -14% | -1%[11.5 µM]
Cc1cccc(OC(=O)CN2C(=O)C3C4CCC(C4)C3C2=O)c1C (stereo unspecified) | 0% | 0% | 2% | 6 | 2% | -1.0% | -2% | 16% | 4 | 9% | 2%
Nc1nnc(SCC(=O)c2ccccc2)s1 | -1% | -5% | 0% | -5 | 23% | 0.1% | 1% | -1% | -1 | ? | -7%
Cc1c(NC(=O)C(C)OC(=O)c2cc(-c3cccc4ccccc34)nc3ccccc23)c(=O)n(-c2ccccc2)n1C (stereo unspecified) | 0% | 0% | -7% | 23 | 1% | -0.6% | 1% | -16% | 0 | 10% | 25%
CC(C)(C)c1ccc(OCc2nnc(SCC(N)=O)n2N)cc1 | 7% | 0% | -1% | 11 | 1% | 0.3% | 0% | -1% | 2 | ? | 4%
Cc1cc(SCC(=O)c2cccs2)nc2ccccc12 | 0% | -1% | -16% | -9 | 0% | -0.3% | 3% | 12% | 5 | ? | -3%
CCNC(=S)N1CCN(c2nc(-c3cccc(OC)c3)cs2)CC1 | 1% | 1% | -1% | -12 | ? | -0.4% | -2% | ? | 1 | -1% | -6%
COC(=O)c1c(NC(=O)Cc2ccc(OC)c(S(=O)(=O)N3CCOCC3)c2)sc(C)c1C | nt | -3% | nt | 4 | -13% | -3.3% | -3% | nt | nt | ? | nt
O=C1C2C3C=CC(C2C(=O)N1C1CCCCC1)C1C2C(=O)N(C4CCCCC4)C(=O)C2C31 (stereo unspecified) | 0% | 1% | 9% | -2 | -31% | -0.4% | 1% | 18% | 2 | 6% | nt
CCOc1cc(/C=C(\C#N)C(=O)Nc2ccccc2[N+](=O)[O-])ccc1OCc1cccc2ccccc12 | -1% | 6% | 13% | nt | nt | 0.3% | nt | -6% | -2 | 6% | nt
Cc1cc(C(F)(F)F)nc(SCC(=O)c2cccc([N+](=O)[O-])c2)n1 | 5% | 4% | 0% | -5 | 11% | 0.0% | -7% | 14% | 1 | -3% | -1%
O=C(CSc1nnc2scc(-c3ccccc3)n12)NCc1ccc2c(c1)OCO2 | 0% | -2% | 7% | 31[activator] | ? | -0.2% | -5% | 1% | 2 | 1% | 3%
CC(=O)c1cccc(NC(=S)NC(=O)c2cccc(Cl)c2)c1 | 0% | -3% | -2% | -4 | 32% | -1.4% | 0% | 0% | -1 | ? | 1%
Clc1ccc(Cl)c(OCCCCNCc2ccccc2)c1 | 2% | -7% | 4% | 7 | 10% | -0.3% | -1% | -15% | 1 | -3% | 6%
Cc1ccccc1NC(=S)N(CCCN1CCOCC1)Cc1cccnc1 | 1% | 1% | nt | 0 | 11% | 0.0% | -2% | 7% | -3 | 3% | 3%
CCOC(=O)C1CCCN(CCC(=O)Nc2ccc(C)c(C)c2)C1 (stereo unspecified) | 8% | 2% | 0% | -2 | -14% | 0.0% | -1% | -2% | -1 | -4% | 2%
Cc1ccccc1CN1CCC(Oc2ccc(C(=O)N3CCCC3)cc2)CC1 | 1% | 2% | nt | 5 | -65%[inhibitor] | -0.9% | -7% | -9% | -2 | -2% | -1%
COc1ccccc1NC(=O)CSc1nnc(Cn2nnc(-c3ccccc3)n2)n1-c1ccccc1 | -1% | 6% | -9% | -4 | 3% | -0.2% | 5% | 23% | 1 | ? | -2%
Cc1nnc(SCC(=O)Nc2cc(C(F)(F)F)ccc2Cl)n1C | -4% | 1% | 0% | 2 | -18% | -0.2% | -3% | -1% | -2 | 0% | 0%
O=S(=O)(NCc1ccccc1)NCc1cccc(C(F)(F)F)c1 | -1% | 1% | 5% | -11 | 9% | 0.3% | 0% | -13% | 0 | ? | -2%
O=[N+]([O-])c1ccc(O)c(C2=NNC(c3ccccc3F)C2)c1 (stereo unspecified) | -2% | 2% | 3% | -25 | -56%[inhibitor] | -0.9% | 4% | nt | 5 | ? | -5%
CCOc1cc(N2CCOCC2)c(OCC)cc1NC(=O)COC(=O)c1cc(C)oc1C | 5% | 4% | 1% | 0 | 9% | 0.2% | -2% | 6% | -2 | 0% | 3%
Cc1ccc(NC(=O)CSc2nnc(C3CC3)n2CC2CCCO2)cc1C (stereo unspecified) | 11% | -2% | -1% | -19 | -3% | 0.2% | 0% | 16% | -1 | -1% | 3%
